Compound activity as filed in PubChem BioAssay.
DT40 TDP1 no CPT – qHTS for Inhibitors of human tyrosyl-DNA phosphodiesterase 1 (TDP1): qHTS in cells in absence of CPT. actives 15% (n = 420,000). DT40 Tdp1-/- hTDP1 cells, no CPT, ATP luminescence, 48 h. Potency, µM (doses to about 46.2 µM), without a hit: at the top dose activity change, negative = growth inhibition, actives largely listed as inhibitors; note: nearly all actives have a fitted effect of over 55% in size
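DT40 Tdp1-/-;hTDP1 cells, no CPT (DMSO vehicle only), 400 cells/well; compounds pin-transferred; ≥48 hr, 37 °C; CellTiter-Glo 30 min RT dark, luminescence read.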
GCN5L2 inh – blocks human GCN5L2 histone acetyltransferase. Q92830. GCN5L2 HAT assay, ThioGlo1 CoA-SH fluorescence. Potency, µM (doses to about 58.9 µM), without a hit: top-dose activity change, negative = inhibition, usual class: inhibitors. actives 0.21% (n = 390,000). AID 504327
Target sequence (Q92830 whole entry, looked up): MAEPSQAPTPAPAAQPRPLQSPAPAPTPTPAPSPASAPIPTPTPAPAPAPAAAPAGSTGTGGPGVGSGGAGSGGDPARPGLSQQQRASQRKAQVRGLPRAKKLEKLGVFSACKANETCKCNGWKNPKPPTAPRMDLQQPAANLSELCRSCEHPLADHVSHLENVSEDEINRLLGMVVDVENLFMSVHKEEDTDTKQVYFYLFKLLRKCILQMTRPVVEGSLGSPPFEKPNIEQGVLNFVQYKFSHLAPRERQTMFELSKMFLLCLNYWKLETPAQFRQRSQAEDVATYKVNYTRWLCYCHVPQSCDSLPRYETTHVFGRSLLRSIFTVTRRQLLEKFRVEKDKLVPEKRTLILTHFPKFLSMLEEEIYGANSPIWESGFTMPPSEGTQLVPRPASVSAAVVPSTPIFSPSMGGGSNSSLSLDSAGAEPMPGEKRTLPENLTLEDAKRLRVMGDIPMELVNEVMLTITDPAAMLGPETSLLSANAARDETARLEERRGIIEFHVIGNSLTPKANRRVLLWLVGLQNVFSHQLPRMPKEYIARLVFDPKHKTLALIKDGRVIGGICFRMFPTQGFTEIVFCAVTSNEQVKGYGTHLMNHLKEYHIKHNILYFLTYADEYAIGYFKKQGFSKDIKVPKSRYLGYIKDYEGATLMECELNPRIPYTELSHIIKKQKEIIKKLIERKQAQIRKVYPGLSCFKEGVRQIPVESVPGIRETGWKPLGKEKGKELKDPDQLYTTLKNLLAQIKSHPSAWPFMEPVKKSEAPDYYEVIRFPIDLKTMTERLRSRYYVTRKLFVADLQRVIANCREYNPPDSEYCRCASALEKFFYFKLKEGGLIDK
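Enzyme at 20nM final was mixed with library compounds for 15 min at room temperature. Peptide H3(1-25) at 75uM, acetyl-CoA at 70uM and ThioGlo1 at 50uM were then added. Plates were read immediately and after 20 min (Ex340nm/Em540nm).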
TDP1 inh – inhibitors of human tyrosyl-DNA phosphodiesterase TDP1; Q9NUW8; recombinant TDP1, AlphaScreen DNA substrate cleavage; Potency, µM (doses to about 130 µM), for inactives: at the highest dose activity change, negative = inhibition, hits mostly inhibitors; actives 0.28% (n = 350,000); AID 485290; note: nearly all actives have a fitted effect of over 40% in size
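Recombinant human Tdp1 (E. coli-expressed, 1 nM final) preincubated with compounds 15 min at room temperature, then 5'-biotin/3'-phosphotyrosine-FITC DNA substrate (15 nM final) added for 5 min. AlphaScreen beads (10 ug/ml final) added 10 min; cleavage lowers signal.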
An asterisk follows results filed as active; ? = inconclusive; . = no result given; [ ] = dose if it differs, or a comment. Calls come from the whole dose curve; as a rule, active = well fitted curve in the direction sought with a large enough effect; inconclusive = small, poorly fitted or top-dose-only effect, or another doubt; inactive = no such curve, though single readings can be large; an effect the other way counts as inactive or inconclusive. % is set by controls: 0 for no effect and ±100 for the full control effect; potency is the fitted concentration of half-maximal effect. An excerpt, so the mix of outcomes need not match the whole.

Second line of a record – DT40 TDP1 no CPT | GCN5L2 inh | TDP1 inh
- CCOc1ccccc1N1CCN(C(=O)c2c(CC)noc2C)CC1
→ -8% | -1% | 6%
- O=C(NC1C2CC3CC(C2)CC1C3)C1CCCCC1 (centres undefined)
→ -12% | -1% | .
- CCOC(=O)C1=C(N)OC2=C(C(=O)CC(C)(C)C2)C1c1ccccc1OCC#N (centres undefined)
→ -3% | -4% | -2%
- COc1ccc2c(c1OC)C(=O)OC2Nc1nc(-c2ccccc2)cs1 (centres undefined)
→ 1.8µM* | -14% | 8%
- COc1ccc(CN2C(=S)NC(C)(C)CC2(C)O)cc1 (centres undefined)
→ -4% | -6% | 6%
- C/C(=N/NC(=O)c1ccoc1C)c1cccc(NC(=O)C(F)(F)F)c1
→ 7% | -3% | 6%
- CCc1ccc(NS(=O)(=O)c2c(-c3ccccc3)csc2C(=O)OC)cc1
→ 23µM* | -23% | -5%
- CN1C(=S)N(c2cccnc2)C(=O)/C1=C\c1ccc(N(C)C)cc1
→ ? | -3% | 5%
- O=c1nc2scc(-c3ccccc3)n2c2ccccc12
→ -17% | 1% | 1%
- CC(C)n1nc(C(=O)Nc2cccc(S(=O)(=O)N3CCOCC3)c2)c2ccccc2c1=O
→ ? | -6% | 2%
- CC(NC(=O)c1ccccc1NS(C)(=O)=O)c1ccccc1 (centres undefined)
→ 1% | -4% | 6%
- Cc1c(CC(=O)NCCCCCC(=O)O)c(=O)oc2cc3c(cc12)CCC(C)(C)O3
→ 8% | -15% | .
- Cn1c(NNC(=O)c2c(F)cccc2F)cc(=O)n(C)c1=O
→ -1% | -13% | .
- Cc1cc(C)c(C(=O)C2OC(=O)C(C)(C)C(=O)C2(C)C)c(C)c1 (centres undefined)
→ -27% | 2% | 0%
- Cc1cc(Cl)ccc1OCC(=O)NCc1ccncc1
→ ? | -5% | 0%
- COc1ccc(OC)c(CCNC(=O)c2csc3c2CCCCC3)c1
→ ? | -7% | 3%
- O=C(Nc1ccccc1)N(Cc1cccs1)c1ccc(Cl)cc1
→ ? | -9% | -4%
- COc1ccc(C(=O)NCc2cc(C)nc3ccccc23)cc1OC
→ ? | -2% | 8%
- CCOC(=O)C1CCN(S(=O)(=O)c2ccc3[nH]c4c(c3c2)CCCC4)CC1
→ -19% | -15% | 8%
- COC(=O)Cc1cc(=O)n2[nH]c(C)nc2n1
→ 2% | 2% | 7%
- Cc1ccccc1CC1(CO)CCCN(Cc2c(C)nn(C)c2Cl)C1 (centres undefined)
→ ? | -2% | 3%
- COc1ccc(N(C(=O)c2ccco2)S(=O)(=O)c2cccs2)cc1
→ -17% | -6% | -2%
- CN1CCN(C(=O)c2ccc3c(c2)NC(=O)C(N2CCOCC2)S3)CC1 (centres undefined)
→ -3% | ? | 2%
- Cc1ccc(C(=O)C(C)OC(=O)Cn2cnc3c2c(=O)n(C)c(=O)n3C)cc1 (centres undefined)
→ 7% | 1% | 2%
- COC(=O)c1ccc(CN2CCCC(CCC(=O)NCc3ccc(C)o3)C2)cc1 (centres undefined)
→ ? | -5% | 4%
- O=C(COc1ccc2c3c(c(=O)oc2c1)CCCC3)NCc1cccnc1
→ 30%[activator] | 5% | 5%
- C=CCNc1ccc(C(=O)O)cc1
→ -10% | -6% | 3%
- COc1ccc(S(=O)(=O)N2CCN(C(=O)c3ccccn3)CC2)cc1
→ -14% | -2% | 0%
- c1ccc(CNc2c3ccccc3nc3ccccc23)cc1
→ 18µM* | -1% | .
- O=C(Nc1ccccc1N1CCOCC1)c1csc2c1CCCC2
→ -5% | -4% | 3%
- CC(=O)c1ccc(OC(=O)CCNC(=O)c2ccccc2)cc1
→ 0% | -1% | 0%
- O=C(Nc1ccccc1F)C1(c2ccccc2)CC1(Cl)Cl (centres undefined)
→ ? | -5% | 0%
- COc1cccc(C(=O)COc2cccc(NC(=O)c3ccco3)c2)c1
→ ? | 3% | 9%
- CCc1noc(-c2ccc(N3CCC(C)CC3)c([N+](=O)[O-])c2)n1
→ ? | -1% | 6%
- C=CCNC(=O)c1onc(CSc2nc3ccccc3[nH]2)c1C(=O)NCC=C
→ -11% | -6% | .
- CCOc1ccc(C(=O)COC(C)=O)cc1
→ ? | 0% | 4%
- COC(=O)c1ccc(CSc2nc(C)nc3c2c(=O)n(C)c(=O)n3C)o1
→ ? | -1% | -3%
- COc1ccccc1NS(=O)(=O)c1ccc(C(=O)NCCCN2CCCC2=O)cc1
→ -19% | 1% | -1%
- Cc1ccc(S(=O)(=O)n2nc(C)cc2N)cc1
→ -3% | -6% | .
- COC(=O)c1ccccc1NC(=O)c1ccc2c(=O)n3c(nc2c1)CCCCC3
→ ? | -5% | 5%

Profiles as entered above:
`C=CCNC(=O)c1onc(CSc2nc3ccccc3[nH]2)c1C(=O)NCC=C` as listed: DT40 TDP1 no CPT = -11%; GCN5L2 inh = -6%; TDP1 inh = .
`COc1cccc(C(=O)COc2cccc(NC(=O)c3ccco3)c2)c1` as listed: DT40 TDP1 no CPT = ?; GCN5L2 inh = 3%; TDP1 inh = 9%
`CCc1noc(-c2ccc(N3CCC(C)CC3)c([N+](=O)[O-])c2)n1` as listed: DT40 TDP1 no CPT = ?; GCN5L2 inh = -1%; TDP1 inh = 6%

Following part
Second line of a record – DT40 TDP1 no CPT | GCN5L2 inh | TDP1 inh
- CCOC(=O)C1(Cc2cccc(Cl)c2)CCCN(C(=O)c2ccoc2C)C1 (centres undefined)
→ 18µM* | -2% | 2%
- CC(=O)Nc1c(-c2ccc(Cl)cc2)c(=O)c2ccccc2n1C
→ -3% | 2% | .
- CN(C)c1ccc(/C=N\NC(=O)CC#N)cc1
→ -3% | -15% | 5%
- CC1=C(C(=O)N2CCCCC2)C(c2cccc(Cl)c2)n2c(nc3ccccc32)N1 (centres undefined)
→ ? | 5% | 8%
- Cc1cc(C)nc(Nc2ccc(Cl)cc2C)n1
→ ? | 0% | .
- CCOC(=O)c1ccc2c(c1)sc(=NC(=O)c1ccco1)n2CCOC
→ ? | -3% | 3%
- COc1cc(C(=O)NCC(=O)OCn2nnc3ccccc3c2=O)cc(OC)c1OC
→ 15% | -2% | 5%
- COC(=O)C1CCN(c2c([N+](=O)[O-])cc(C(F)(F)F)cc2[N+](=O)[O-])CC1
→ -29% | -8% | 6%
- Cc1cc(N)ccc1NC(=O)CN1CCCC1
→ 18% | -3% | .
- CC(=O)N1CCc2ccc(S(=O)(=O)Nc3ccccc3Cl)cc21
→ ? | 13% | 3%
- O=C1CCCC2=C1C(c1ccc(O)c(Br)c1)C1=C(CCCC1=O)N2c1ccccc1
→ 23µM* | -15% | 3%
- Cc1cccc(-n2ncc3c(NNC(=O)c4ccccc4Cl)ncnc32)c1
→ ? | -2% | 13%
- O=C(c1cccc(N2CCNC2=O)c1)N1CCCC(Nc2cccc(F)c2)C1 (centres undefined)
→ -12% | -15% | 5%
- CCC(N)C12CC3CC(CC(O)(C3)C1)C2 (centres undefined)
→ 14% | -4% | 6%
- CN(C)c1cccc(C(=O)Nc2nc3ccc(S(=O)(=O)N4CCCC4)cc3s2)c1
→ 8.2µM* | -1% | 11%
- CCCc1ccc(-c2csc(NC(=O)C3=COCCO3)n2)cc1
→ ? | -9% | -2%[56.1 µM]
- CCCn1nc(NC(=O)c2cccs2)c2cc3ccccc3nc21
→ ? | -18% | .
- COc1ccccc1CNC(=O)C1(C)Oc2cccnc2NC1=O (centres undefined)
→ -1% | -3% | -2%
- CCCc1cc2c(-c3ccccc3)cc(=O)oc2cc1OCc1ccc(C(=O)O)o1
→ -2% | ? | -3%
- O=C(CCCN1C(=O)/C(=C/c2ccco2)SC1=S)Nc1ccccc1C(=O)O
→ ? | -25% | .

Following part:
Molecule	DT40 TDP1 no CPT	GCN5L2 inh	TDP1 inh
CC(C)CNC(=O)COc1ccc2c3c(c(=O)oc2c1)CCC3	-22%	-1%	5%
CCn1c(CSc2nc3ccccc3[nH]2)n[nH]c1=S	-1%	1%	2%
CCc1ccc(NC(=O)CSc2nccn2C2CCCC2)cc1	?	1%	9%
COc1cc(CN2CCC(C(=O)N3CCN(c4ccccc4F)CC3)CC2)ccc1O	?	3%	-1%
CC(=O)c1c(C)oc2c1cc(O)c1ccccc12	18%	-3%	4%
CN1CCN(c2ccc([N+](=O)[O-])cc2NC(=O)c2cccs2)CC1	23µM*	0%	4%
NC(=O)C1=C[C@@H](c2ccc(Br)cc2)C[C@@H](OCCCCO)O1	-21%	0%	3%
c1ccc2[nH]c3cc4ncnc4cc3nc2c1	18µM*	-1%	4%
Cc1cccc(CS(=O)(=O)CC2Nc3ccc(C(=O)NCc4ccccc4)cc3NC2=O)c1 (centres undefined)	6.5µM*	14%	5%
Cc1ccc(Nc2ncnc(N)n2)cc1	0%	-5%	1%
Cc1ccc(-c2cc(Cc3ccc(F)cc3)c(=O)[nH]n2)cc1	-29%	-3%	3%
Nc1nc(-c2ccccc2)[nH]c(=O)c1N=O	?	6%	1%
COc1ccc(-c2cn(-c3ccc(C)cc3)c(=O)n2CC(=O)Nc2cccc(F)c2)cc1	-14%	-18%	8%
Cc1ccc(C(=O)Nc2nnc(C)s2)o1	0%	-3%	3%
COc1cccc2sc(N(Cc3cccnc3)C(=O)Cc3ccccc3)nc12	?	-10%	3%
CN(C)CCCN=Cc1c(-c2ccccc2)[nH]n(-c2nc3ccccc3s2)c1=O	?	-5%	3%
Cc1ccc(C(=O)Nc2ccc(S(=O)(=O)Nc3cnc4ccccc4n3)cc2)cc1	-29%	-7%	2%
O=c1cnc2cnc(OCc3ccccc3)nc2n1Cc1ccc(F)cc1	?	-12%	.
O=C(c1cccc(S(=O)(=O)N2CCCC2)c1)N1CCN(c2ccccc2)CC1	?	0%	-1%
O=C(CN(Cc1ccc(Cl)cc1)C(=O)CN1C(=O)COc2ccccc21)NC1CCCC1	-18%	1%	4%
CC(=O)c1c(C)[nH]c(C(=O)OCc2c(F)cccc2Cl)c1C	?	-16%	8%
CCCc1nc(N)nc2c1C(=O)CC(C)(C)C2	-9%	-3%	4%
CCOCC(=O)N1CCN(c2ccc(F)cc2)CC1	-8%	-5%	-6%
CCOc1ccccc1C1C(C#N)=C(N)SC(N)=C1C#N	-25%	-8%	7%
CCOC(=O)CSc1nc2ccc(NC(=O)c3ccc(F)cc3)cc2s1	-27%	-2%	3%
COc1ccc(NC(C)=O)cc1S(=O)(=O)NC(Cc1ccccc1)C(=O)O (centres undefined)	9%	10%	-3%
NNC(=O)c1cncn1-c1ccc(F)cc1	6%	1%	-1%
COc1cc(OC)c(NC(=O)Cn2c(=O)c(C(F)(F)F)nc3ccccc32)cc1Cl	-2%	0%	-3%
Cc1c(NS(=O)(=O)c2ccc(Cl)cc2)c(=O)n(-c2ccccc2)n1C	-7%	-4%	.
O=C(N/N=C/c1cn(-c2ccccc2)nc1-c1ccc2c(c1)OCCO2)c1ccncc1	-29%	-17%	50µM*
CCc1c(C)c(C#N)c2nc3ccccc3n2c1NCc1ccco1	?	-4%	4%
CCn1nnnc1SCC(=O)N1c2ccccc2CCc2ccccc21	?	-13%	3%
Cc1ccc(S(=O)(=O)NC(CC(C)C)C(=O)NCc2ccco2)cc1 (centres undefined)	-5%	-8%	2%
CCN(CC)C(=O)COc1c(-c2ccco2)oc2ccccc2c1=O	?	-5%	.
CCCCc1cc(=O)oc2cc(C)cc(OCC(=O)NCc3cccnc3)c12	-18%	-8%	6%
O=C(COc1ccccc1Cc1ccccc1)NCCCN1CCOCC1	?	-9%	1%
O=C(CSc1nnc(NC(=O)C2CCC2)s1)Nc1ccccc1F	-9%	1%	1%
Cc1cc(C)c(C#N)c(SCC(=O)c2cc(C)n(CCc3ccccc3)c2C)n1	18µM*	-2%	7%
Cc1cnc(C(=O)OCC(=O)NC(C)C)cn1	-5%	-1%	2%
CCc1cccc(C)c1NC(=O)c1ccc2nc(N3CCOCC3)sc2c1	-16%	2%	.
Cc1ccc(Nc2nnc(SCC(=O)Nc3cc(C(=O)O)ccc3C)s2)c(C)c1	-3%	-2%	6%
COC(=O)c1ccc2c(c1)sc(=NC(=O)CCS(=O)(=O)c1ccccc1)n2C	?	-5%	.
O=c1c2ccccc2nc(-c2cccs2)n1-c1ccc2ccccc2c1	?	-6%	-2%
Cc1cc(C)nc(SCCCn2c(=O)[nH]c3ccccc32)n1	-21%	0%	6%

Entries from the list above containing a nitro group on carbon:
Molecule	DT40 TDP1 no CPT	GCN5L2 inh	TDP1 inh
CCc1noc(-c2ccc(N3CCC(C)CC3)c([N+](=O)[O-])c2)n1	?	-1%	6%
COC(=O)C1CCN(c2c([N+](=O)[O-])cc(C(F)(F)F)cc2[N+](=O)[O-])CC1	-29%	-8%	6%
CN1CCN(c2ccc([N+](=O)[O-])cc2NC(=O)c2cccs2)CC1	23µM*	0%	4%
